M1 PAM: human CHRM1 positive allosteric modulation; P11229; AID 588819; 360,000 compounds, 0.088% hits; CHO-K1 hM1, Fluo-8 calcium fluorescence, ACh EC20; 0% = ACh EC20, 100% = maximal ACh; activation, % at 3 µM; in the data active = activation above about 19%, passing the limit was not always enough
Target sequence (P11229 whole entry, looked up): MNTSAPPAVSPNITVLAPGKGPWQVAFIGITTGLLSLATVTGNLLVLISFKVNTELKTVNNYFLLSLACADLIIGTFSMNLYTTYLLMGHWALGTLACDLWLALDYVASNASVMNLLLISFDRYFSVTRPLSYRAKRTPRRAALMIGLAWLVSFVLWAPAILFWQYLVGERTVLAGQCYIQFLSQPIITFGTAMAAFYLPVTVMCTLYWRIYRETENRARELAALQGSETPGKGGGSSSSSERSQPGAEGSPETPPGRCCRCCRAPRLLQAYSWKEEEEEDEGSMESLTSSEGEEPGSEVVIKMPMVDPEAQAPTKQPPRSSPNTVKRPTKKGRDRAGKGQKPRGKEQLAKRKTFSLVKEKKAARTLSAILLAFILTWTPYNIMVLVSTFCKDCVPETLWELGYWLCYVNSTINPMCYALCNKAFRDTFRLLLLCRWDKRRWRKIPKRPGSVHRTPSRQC
CHO parental Ca: counter-screen for OX1R antagonists: effect in parental CHO cells; parental CHO-K1, ATP-induced calcium, Fluo-8 fluorescence; inhibition, % at 5.6 µM; 330,000 compounds, 0.63% hits;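 active = inhibition above that plate's mean sample inhibition plus 3 SD, cut at about 26% in these data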;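 also: 0% = ATP-challenged DMSO wells and 100% = DMSO wells without ATP; some compounds past the cut are filed as inactive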
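Test system: untransfected parental CHO cell line. Compound: one dose, 5.6 µM nominal. Detection: intracellular calcium via Fluo-8 no-wash fluorescent dye. Measure: % inhibition. Benchmarks: ATP-challenged DMSO wells low, unchallenged DMSO wells high.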
M1 PAM parental: counter-screen for M1 PAMs: effect in parental CHO-K1 cells. 360,000 compounds, 0.02% hits. activation, % at 3 µM. AID 602247. ATP EC20, Fluo-8 calcium fluorescence; 0% at ATP EC20, 100% at ATP max;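 active = activation above the run cutoff, the mean activation of all test compounds plus 3 SD, cut at about 40% in these data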;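 also: peak over basal fluorescence ratio in a 140 s read after ATP addition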
CHO-K1 Ca antag: nonselective inhibitor or artifact in parental CHO-K1 cells; AID 602250; 360,000 compounds, 0.6% hits; ATP-induced calcium, Fluo-8 fluorescence; inhibition, % at 3 µM;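 active = inhibition above a per-plate cutoff, the plate's mean sample inhibition plus 3 SD, cut at about 24% in these data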;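 also: 0% = DMSO plus EC80 ATP and 100% = DMSO alone without ATP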
CHRM1 agonist: agonists of human M1 muscarinic receptor; P11229; CHO-K1 hM1, Fluo-8 calcium fluorescence, agonist mode; 0% DMSO, 100% acetylcholine EC100; activation, % at 3 µM; 360,000 compounds, 0.33% hits; AID 588814;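 active = activation above the run's mean compound activation plus 3 SD, cut at about 16% in these data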;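 also: peak over basal fluorescence ratio within a 140 s kinetic read after compound addition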
TAAR1 antagonist: human TAAR1 antagonism | 360,000 compounds, 1.5% hits | Q96RJ0 | inhibition, % at 3 µM | CHO RD-HGA16 TAAR1, Fluo-8 calcium fluorescence, antagonist;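 active = inhibition above a per-plate cutoff, the mean inhibition of test compounds on that plate plus 3 SD, cut at about 49% in these data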;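 also: 0% = DMSO plus EC80 beta-PEA response and 100% = DMSO alone without agonist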
Target sequence (Q96RJ0 whole entry, looked up): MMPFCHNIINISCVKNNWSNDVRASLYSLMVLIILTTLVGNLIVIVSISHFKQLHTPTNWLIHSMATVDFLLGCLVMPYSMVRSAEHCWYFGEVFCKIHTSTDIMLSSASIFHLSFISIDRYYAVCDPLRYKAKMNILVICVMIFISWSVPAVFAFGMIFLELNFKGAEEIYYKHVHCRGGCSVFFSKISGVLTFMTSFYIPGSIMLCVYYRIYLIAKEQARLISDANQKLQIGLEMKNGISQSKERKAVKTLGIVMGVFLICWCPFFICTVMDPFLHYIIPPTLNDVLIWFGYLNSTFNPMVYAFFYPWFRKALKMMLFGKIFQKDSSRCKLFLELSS
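Test system: CHO RD-HGA16 cells bearing hTAAR1 | Reagent: β-PEA, EC80 | Compound dosing: 3 µM, single point | Schedule: Dye loading 75 min at 37 °C, then 30 min room temperature | Signal: Calcium fluorescence with Fluo-8 | Evaluation: Percent inhibition of PEA-evoked calcium signal, max/basal emission ratio | Control set: DMSO-only wells and EC80 β-PEA-stimulated wells | Repeats: Singlicate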
CHRM1 antagonist: blocks human M1 muscarinic receptor. P11229. CHO-K1 hM1, Fluo-8 calcium fluorescence, ACh EC80 antagonist. inhibition, % at 3 µM. 360,000 compounds, 1.3% hits. AID 588852;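 active = percent inhibition above its own plate's cutoff, namely the mean of that plate's compound wells plus 3 SD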;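 also: peak over basal fluorescence ratio during 140 s after agonist addition; 0% = ACh EC80 plus DMSO and 100% = DMSO alone without agonist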
TAAR1 agonist: agonists of human TAAR1; activation, % at 3 µM; 360,000 compounds, 0.99% hits; AID 624467; CHO RD-HGA16 TAAR1, Fluo-8 calcium fluorescence; vehicle wells 0%, saturating PEA agonist 100%;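 active = activation above the mean activation of all test compounds in the run plus 3 SD, cut at about 38% in these data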
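Benchmarks: low control DMSO, high control PEA (EC100); System: CHO RD-HGA16 cells carrying human TAAR1 plus Gα16; Detection: Fluo-8 fluorescence, 5 s baseline then 140 s kinetic read; Schedule: 17-24 h plating, Fluo-8 75 min 37 °C, 30 min RT; Read-out basis: % activation from peak over basal fluorescence ratio, DMSO-to-PEA scaled.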
CHO-K1 Ca ag: M1 agonist counterscreen hit in parental CHO-K1 cells | AID 602248 | 360,000 compounds, 0.48% hits | Fluo-8 calcium fluorescence; scaled to maximal ATP response, vehicle zero | activation, % at 3 µM; in the data active = activation above about 15%;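 also: untransfected CHO-K1 host cells lacking M1 receptor as counterscreen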
Starred values were filed as active, the others as inactive; x = no result given.

SMILES	M1 PAM	CHO parental Ca	M1 PAM parental	CHO-K1 Ca antag	CHRM1 agonist	TAAR1 antagonist	CHRM1 antagonist	TAAR1 agonist	CHO-K1 Ca ag
CCOc1cc(N2CCOCC2)c(OCC)cc1NC(=O)CN1C(=O)NC(C)(c2ccc(OC)cc2)C1=O (stereo not given)	4.7	x	7.1	-16.4	0.1	18.8	-0.9	2.1	1.1
C[C@]12c3[nH]c4ccc(Cl)cc4c3CCN1C(=O)[C@@H](CC(=O)NCc1ccco1)C[C@@H]2C(=O)N1CCCCC1	8.0	-29.8	20.9	-24.4	-6.8	-37.0	-14.1	13.2	0.6
O=C(CSc1ncccn1)N1CCC(Cc2ccccc2)CC1	3.0	-6.2	0.8	-11.8	-4.9	-29.1	1.0	4.8	3.3
CC(C)CCNc1nc2c(c(=O)[nH]c(=O)n2C)n1CC(O)COC(C)C (stereo not given)	4.4	-6.3	20.1	-4.6	-6.3	-6.5	-16.4	0.2	-0.4
COc1ccc(C(=O)Nc2ccccc2C(=O)N/N=C/c2cccc3ccccc23)cc1	4.8	-22.5	14.8	-4.5	-0.9	1.4	-1.9	0.9	0.5
CCN(Cc1ccccc1)Cc1c(C)[nH]c2c(C)c(C)ccc2c1=O	4.6	8.0	17.3	-9.8	-6.2	-0.8	-3.6	12.7	-0.1
O=C(COC(=O)CNC(=O)c1ccc(Cl)cc1Cl)NC(=O)NC1CCCCC1	1.0	-10.8	10.2	-2.4	-0.6	-7.1	0.2	1.5	1.9
O=C(NC(=S)NNC(=O)c1cccs1)c1ccco1	4.5	7.5	2.1	-0.5	-2.4	-0.7	-6.1	17.1	0.4
O=C1CCC([N+](=O)[O-])C(C2CC=CCC2)N1 (stereo not given)	20.2	6.2	4.4	-4.6	0.3	-18.6	-18.8	2.3	-0.6
Cc1ccc([C@H]2N[C@]3(CCCN(Cc4ccc(F)cc4)C3=O)[C@H]3C(=O)N(Cc4ccccc4)C(=O)[C@@H]23)cc1	4.9	x	13.0	-9.0	-5.7	5.7	-3.0	1.7	2.4
C=CCOC(=O)C1=C[C@@H](c2ccc(Br)cc2)[C@H](CCCO)[C@@H](OCC)O1	-1.5	-17.6	4.0	-8.2	-5.3	39.7	8.0	11.3	-0.4
CCN(CC(=O)Nc1ccc(NC(C)=O)cc1)S(=O)(=O)/C=C/c1ccccc1	1.0	-21.9	10.8	-3.6	-3.3	8.2	-1.3	0.7	2.6
N/C(=N\N=C/c1ccc(F)cc1)N/N=C\c1ccc(F)cc1	-6.6	27.2	-9.4	8.8	-4.8	62.6*	15.0	70.1*	1.0
Cc1c(Cl)cccc1NC(=O)CNC(=O)c1ccccc1F	9.8	-9.1	26.3	-1.2	-6.3	-2.9	-10.0	2.9	0.7
COc1ccc(NC(=O)COC(=O)Cc2c(F)cccc2Cl)cc1OC	-5.0	30.3	11.6	1.5	-1.2	17.0	7.4	5.3	8.2
CN(C(=O)c1ccc(Br)cc1)C1CCS(=O)(=O)C1 (stereo not given)	6.9	-6.0	4.7	-13.7	-4.5	-1.9	-9.2	0.0	0.9
COc1ccc(OC)c(S(=O)(=O)N2CCCC(C(=O)N3CCCC3)C2)c1 (stereo not given)	11.9	-4.8	-0.2	-6.3	-0.4	-12.2	-10.8	0.5	0.5
CCCCNC(=O)C1(C)CCN1C(=O)c1ccc2c(c1)CCO2 (stereo not given)	6.2	x	13.5	-3.2	-0.8	-3.4	-12.0	0.2	0.7
C=CCNS(=O)(=O)c1ccc(OC)c(C)c1	0.0	1.7	8.7	-13.1	-6.5	-16.9	-2.2	-1.8	0.4
CCOC(=O)C1=C(O)/C(=C\c2cc(C)n(-c3ccc(F)cc3)c2C)N=C1C	9.4	-5.0	23.4	-12.3	-5.0	7.1	1.3	5.9	1.3
COc1ccc(S(N)(=O)=O)cc1C(=O)OCC1CCCCC1	6.9	-4.3	-5.3	-15.2	-2.9	22.4	-7.1	-1.3	2.0
O=C(CN1C(=O)NC2(CCCC2)C1=O)OCc1cc(=O)n2cc(Br)ccc2n1	3.0	1.6	9.8	-18.0	-3.2	-19.4	-8.8	0.1	0.2
Cc1nc(N2CCN(Cc3nc4ccccc4[nH]3)CC2)c2oc3ccccc3c2n1	-1.1	-31.7	11.9	1.5	-3.7	31.4	-4.7	9.2	1.6
CCN(CC)S(=O)(=O)c1ccc(N2CCc3ccccc3C2)nc1	-10.9	-13.2	5.8	-17.0	-10.3	-1.2	9.0	2.1	2.3
COc1ccc(N2CCN(C(=O)CN(CCc3ccccc3)S(C)(=O)=O)CC2)cc1	2.8	5.4	13.8	1.8	1.6	-1.2	-2.5	1.9	6.8
SMILES	M1 PAM	CHO parental Ca	M1 PAM parental	CHO-K1 Ca antag	CHRM1 agonist	TAAR1 antagonist	CHRM1 antagonist	TAAR1 agonist	CHO-K1 Ca ag
Cc1ccc(C#N)c(SCc2ccccc2F)n1	-4.5	-12.7	-20.6	5.7	-6.7	-9.3	4.9	0.1	-0.1
O=C(NCc1cccc2[nH]ccc12)C1CCC(=O)N(CCc2ccc(Cl)cc2)C1 (stereo not given)	-5.9	-3.5	3.2	10.5	-1.2	48.3	4.0	11.0	4.6
CN(Cc1nc(CC2CC2)no1)CC12CC3CC(CC(C3)C1)C2	11.0	-6.2	-2.0	-2.2	-5.1	-9.5	-5.6	14.4	-0.2
Cn1c(=O)[nH]c(=O)c2c1nc(SCC(=O)O)n2CCOc1ccccc1	-26.0	-3.0	-1.4	-5.9	-8.8	-17.6	54.7*	1.9	1.8
S=c1[nH]c(-c2ccccc2)cn1-c1ccccc1	-4.0	-4.9	1.0	-11.2	-6.0	6.1	8.4	-0.6	3.1
Cc1nc2ccc(Br)cc2c(-c2ccccc2)c1C(=O)O	7.3	-3.0	-7.9	-12.3	-1.9	-20.9	-8.7	5.3	0.5
COc1ccc2c(CC(=O)Nc3ccc(OC)c(NS(=O)(=O)c4ccc(F)cc4)c3)coc2c1	4.1	-6.8	4.1	-6.2	-2.6	12.5	-4.1	-0.7	-0.1
CC(=O)Nc1ccc(S(=O)(=O)NC2CC(=O)N(c3ccc4c(c3)OCCO4)C2)cc1 (stereo not given)	-1.3	-11.4	-9.7	1.8	-2.2	-13.2	-5.3	1.0	-0.1
Cc1c(CN(C)C(=O)c2ccc(Br)o2)cnn1C	4.4	-7.5	11.3	-7.3	-5.0	-3.2	-11.1	3.0	0.3
O=C(CCc1ccccc1)N=C1SC2CS(=O)(=O)CC2N1c1ccc(F)cc1 (stereo not given)	13.3	-17.6	4.9	-14.5	-0.3	-7.8	-17.5	3.9	1.6
CCCCN1CCCCC1(C)C(=O)NCc1cccc(OC)c1 (stereo not given)	-1.2	x	-8.7	-1.6	-7.4	7.2	-1.1	3.2	-0.2
CN(C)c1ccc(/C=N/OC(=O)Nc2ccccc2Cl)cc1	4.8	-10.4	-2.0	-11.3	-3.5	9.9	5.3	0.4	0.5
O=[N+]([O-])c1cc(Br)c(Nc2ccccc2)c([N+](=O)[O-])c1	-0.9	16.4	-8.7	11.6	-8.9	-1.0	-0.3	3.5	-1.5
O=C(COC(=O)/C=C/c1ccc([N+](=O)[O-])cc1)Nc1ccc2[nH]c(=O)[nH]c2c1	7.2	x	3.9	5.8	1.4	-11.9	-11.7	0.1	0.6
CCN(Cc1nc2ccccc2c(=O)[nH]1)Cc1nc2cc(OC)c(OC)cc2c(=O)[nH]1	-2.6	-11.7	-7.2	15.8	-4.5	3.3	4.1	5.0	1.2
COc1ccc(/C=C/C(=O)c2ccc3ccccc3c2O)cc1CN1CCOCC1	7.7	-17.9	21.3	-4.6	-1.6	-0.7	-0.3	-1.2	1.1
O=c1[nH]c2cc3ccccc3cc2nc1C(F)(F)F	3.4	-0.9	-3.2	-2.4	-1.5	-10.7	-3.0	0.7	3.0
O=C(CCc1nnc2ccc(N3CCC4(CC3)OCCO4)nn12)Nc1ccc(F)cc1	2.3	6.7	-0.9	-5.7	-2.2	-8.7	-1.0	1.2	0.5
C/C(N)=C(/C#N)C(=O)CSc1nnc(-c2ccc3c(c2)OCO3)o1	-4.7	1.5	4.7	-8.1	-2.9	-5.1	2.8	10.8	0.5
Clc1cc2c(nn1)Nc1ccccc1S2	-3.9	-0.6	-3.8	-2.1	-4.8	3.4	7.5	-2.4	1.0

Sorted by the number under TAAR1 antagonist (largest number first): seven of the compounds above
| structure | TAAR1 antagonist |
| --- | --- |
| COc1ccc2c(CC(=O)Nc3ccc(OC)c(NS(=O)(=O)c4ccc(F)cc4)c3)coc2c1 | 12.5 |
| CCCCN1CCCCC1(C)C(=O)NCc1cccc(OC)c1 (stereo not given) | 7.2 |
| S=c1[nH]c(-c2ccccc2)cn1-c1ccccc1 | 6.1 |
| Cc1c(CN(C)C(=O)c2ccc(Br)o2)cnn1C | -3.2 |
| O=C(CCc1ccccc1)N=C1SC2CS(=O)(=O)CC2N1c1ccc(F)cc1 (stereo not given) | -7.8 |
| CN(Cc1nc(CC2CC2)no1)CC12CC3CC(CC(C3)C1)C2 | -9.5 |
| Cc1nc2ccc(Br)cc2c(-c2ccccc2)c1C(=O)O | -20.9 |

4 of these compounds in another layout:
SMILES | M1 PAM | CHO parental Ca | M1 PAM parental | CHO-K1 Ca antag | CHRM1 agonist | TAAR1 antagonist | CHRM1 antagonist | TAAR1 agonist | CHO-K1 Ca ag
CC(C)CCNc1nc2c(c(=O)[nH]c(=O)n2C)n1CC(O)COC(C)C (stereo not given) | 4.4 | -6.3 | 20.1 | -4.6 | -6.3 | -6.5 | -16.4 | 0.2 | -0.4
CCCCN1CCCCC1(C)C(=O)NCc1cccc(OC)c1 (stereo not given) | -1.2 | x | -8.7 | -1.6 | -7.4 | 7.2 | -1.1 | 3.2 | -0.2
COc1ccc(S(N)(=O)=O)cc1C(=O)OCC1CCCCC1 | 6.9 | -4.3 | -5.3 | -15.2 | -2.9 | 22.4 | -7.1 | -1.3 | 2.0
Clc1cc2c(nn1)Nc1ccccc1S2 | -3.9 | -0.6 | -3.8 | -2.1 | -4.8 | 3.4 | 7.5 | -2.4 | 1.0

High-throughput results from PubChem BioAssay.
